Source: PubChem
UDG counter – Primary qHTS assay for inhibitors of Activation Induced Cytidine Deaminase (AID): UDG Counterscreen signal | 91,000 tested, 0.14% active | Uracil-DNA glycosylase | AID 1347430, 2020 | FRET deamination/UDG coupled assay, UDG read, 4 h | Potency, µM (top dose mostly 115 µM), inactives show top-dose activity change, negative = inhibition, most hits filed as inhibitors; also: nearly all actives have a fitted effect of over 65% in size
AID inh – Primary qHTS assay for inhibitors of Activation Induced Cytidine Deaminase (AID): AID signal; Potency, µM (doses to about 115 µM), for inactives: at the top dose activity change, negative = inhibition, actives largely listed as inhibitors; 91,000 tested, 0.32% active; AID 1347428, 2020; AID deamination FRET fluorescence, UDG-coupled, 4 h; Single-stranded DNA cytosine deaminase (Homo sapiens), Q9GZX7; also: nearly all actives have a fitted effect of over 25% in size
Target sequence (Q9GZX7 whole entry, looked up): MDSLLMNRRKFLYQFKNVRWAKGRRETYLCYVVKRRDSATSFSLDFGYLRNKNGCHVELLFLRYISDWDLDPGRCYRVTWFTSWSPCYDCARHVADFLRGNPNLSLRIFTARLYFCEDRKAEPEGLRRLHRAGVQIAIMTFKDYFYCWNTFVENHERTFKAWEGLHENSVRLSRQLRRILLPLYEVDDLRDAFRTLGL
* marks the source's active call; other numbers are inactive results; u = inconclusive; [ ] = remark or other dose. Calls follow the shape of the dose curve; as a rule, active = well fitted curve in the direction sought with a large enough effect; inconclusive = small, poorly fitted or top-dose-only effect, or another doubt; inactive = no such curve, though single readings can be large; an effect the other way counts as inactive or inconclusive. % is scaled to controls: 0 for no effect and ±100 for the full control effect; potency is read from the fitted curve at half-maximal effect. This is a subset (hit frequency here may not be typical).

Below each compound – UDG counter, AID inh
(1) Cc1ccccc1-c1noc(-c2ccc(NCC3CCCO3)c([N+](=O)[O-])c2)n1 (configuration not stated)
  -1%, 4%
(2) CCCCCCCC1CCC(c2ccc(-c3ccc(CCCC)cn3)cc2)CC1 (configuration not stated)
  -15%, 2%
(3) Cc1cc(NC(=O)C2CCN(S(=O)(=O)c3ccc(Br)s3)CC2)ccc1Br
  -5%[57.5 µM], 8%
(4) CCc1ccc(NC(=O)c2ccc3c(c2)nnn3CC)cc1
  -12%[57.5 µM], 0%
(5) COc1cccc(C(=O)/C(=C/c2cccs2)c2nc3ccccc3o2)c1
  -3%, -22%
(6) Cc1cccc(NS(=O)(=O)c2ccc3oc(=O)c4ncn(C)c4c3c2)c1C
  -6%[57.5 µM], -14%
(7) COc1cccc(NC(=O)C(=O)NCC(c2ccc3c(c2)OCO3)N2CCN(C)CC2)c1 (configuration not stated)
  -4%, 4%
(8) COc1ccc(/C=N/OC(=O)c2ccc(C(F)(F)F)cc2)cc1OCc1ccccc1
  2%, 3%
(9) COc1ccccc1CNS(=O)(=O)c1ccc2c(c1)CC(C)N2C(=O)C1CCC1 (configuration not stated)
  -4%[57.5 µM], 27%[57.5 µM]
(10) CC(=O)c1ccc(N2CCN(C(=O)Nc3cccc(F)c3)CC2)cc1
  -5%, 0%
(11) CCN(CC)CCOC(=O)c1ccc(NC(=O)c2cc3c(s2)-c2ccccc2OC3)cc1
  9%, -2%
(12) Cc1ccc(OCC(=O)NCC2(N3CCN(C)CC3)CCCCC2)cc1C
  2%[57.5 µM], 7%
(13) Cc1ccc(C)c(N/C=C/C(=O)c2ccc(Cl)cc2Cl)c1
  9%, 0%
(14) Cc1ccc(NCc2nnc3n2CCCCC3)cc1Cl
  3%, -2%
(15) O=C(C1CCCN(S(=O)(=O)c2ccc(Br)s2)C1)N1CCN(c2ccc(F)cc2)CC1 (configuration not stated)
  -19%[57.5 µM], -4%
(16) COC(=O)CN(CC(=O)NC(=O)NCC(F)(F)F)Cc1ccccc1
  -3%, -3%
(17) COc1ccc(N2CCN(C(=O)CCS(=O)(=O)c3cc4c(cc3Cl)NC(=O)CO4)CC2)cc1
  14%, 1%
(18) O=C(O)c1csc(-c2cnccn2)n1
  -3%, 27%
(19) c1cc(CNC23CC4CC(CC(C4)C2)C3)ccn1
  -12%, -10%
(20) COc1ccccc1CNC(=O)c1ccc(CS(=O)(=O)c2ccccc2C)o1
  4%, -6%
(21) CS(=O)(=O)N(Cc1csc(-c2cccs2)n1)C1CCN(C(=O)c2ccccc2Cl)CC1
  u, -25%
(22) Cc1ccc(Cc2nc3ccccc3nc2SCC(=O)Nc2cccc(C(F)(F)F)c2)cc1
  -3%, -14%
(23) COC(=O)c1sc(N2C(=O)c3oc4ccc(C)cc4c(=O)c3C2c2ccc(OC)cc2)nc1C (configuration not stated)
  -1%, 13%
(24) COC(=O)c1c(C)sc(-c2c(-c3cccc(Cl)c3)[nH]c3c2c(=O)[nH]c(=O)n3C)c1O
  -13%, 25%
(25) CS(=O)(=O)Nc1ccc(C2=NN(S(=O)(=O)c3ccccc3)C(c3ccccc3)C2)cc1 (configuration not stated)
  3%, -7%
(26) CCOc1cc(C(=O)Nc2ccccc2O)ccc1OC(F)F
  -4%, -5%
(27) O=C(Cn1c(=O)c2c(ncn2Cc2ccccc2)n(Cc2ccccc2)c1=O)N1CCNC1=O
  -2%, -4%
(28) CCn1c2c(c(=O)n3ncc(C(=O)Nc4cc(Cl)ccc4C)c13)CN(Cc1ccc(OC)cc1)CC2
  4%, -9%
(29) CC(C)(C)c1ccc(O)c(NC(=O)CC(C(=O)O)c2ccc(F)cc2)c1 (configuration not stated)
  1%, 12%
(30) CN(C)CCNC(=O)C(=O)Nc1cccc(N2CCCS2(=O)=O)c1
  0%, -5%
(31) COCc1nn2c(c1-c1ccccc1)NC(=O)CC2C(=O)Nc1ccccc1OC (configuration not stated)
  5%, -1%
(32) N#Cc1cccc(COc2cccc(C#N)c2)c1
  -11%, -6%
(33) Cc1ccc(CNC(=O)CSc2n[nH]c(N)n2)cc1F
  0%, -10%
(34) O=C(Cn1cc(C(=O)c2ccccc2)c(=O)c2cc3c(cc21)OCCO3)Nc1ccc(F)c(F)c1
  -7%, 3%
(35) Cc1cc(C)cc(NC(=O)Cc2csc(C)n2)c1
  -6%[57.5 µM], 14%
(36) c1cnc2c(c1)ccc1cccnc12
  -6%, u
(37) CC(=O)OCc1cnc(C)c2oc(=O)c(C(=O)Nc3ccc(F)cc3C)cc12
  -16%, -26%
(38) CC1(NC(=O)c2n[nH]c(=O)c3ccccc23)CCS(=O)(=O)C1 (configuration not stated)
  -7%, -5%
(39) COc1ccc(Br)cc1CNC(=O)CN1C(=O)CSc2ccc(S(=O)(=O)N3CCOCC3)cc21
  5%, -12%
(40) c1ccc(CN2CCC3(CCCc4ccccc43)CC2)cc1
  4%, -5%
(41) CCOc1ccc(C2C(C(=O)Nc3ccc(C)cc3C)=C(C)Nc3c(C(=O)Nc4ccc(C)cc4)cnn32)cc1OC (configuration not stated)
  -8%, 3%
(42) CCCCn1c(=O)c2ccccc2n(CC(=O)N(C)c2cccc(C)c2)c1=O
  -11%, -24%
(43) Cc1cccc(C(=O)Nc2sc3c(c2C(=O)N2CCCCC2)CCC(C)C3)c1 (configuration not stated)
  -3%, -5%
(44) CN(Cc1ccsc1)C(=O)Cc1cccc(F)c1
  12%, 6%
(45) COC(=O)C(C)(Cc1ccccc1)CC(C)(CC1(C)CC(C)(C(=O)OC)OC1=O)C(=O)OC (configuration not stated)
  -4%, -1%
(46) CC(C)n1ncc2cc(NC(=O)c3cc(S(=O)(=O)N4CCCCC4)ccc3N3CCCC3)cnc21
  -1%, -15%
(47) CCCCc1nn2c(C)c(-c3ccc(OCC)cc3)nc2s1
  0%, u
(48) COc1cc(C)cc2oc(=O)c(CC(=O)NCCc3ccccc3)c(C)c12
  -8%, -4%
(49) COc1ccc(-c2noc(-c3ccccc3OCC(=O)Nc3ccc(C(C)=O)cc3)n2)cc1
  48%[activator], -1%
(50) O=C(COC(=O)c1ccc(F)c(S(=O)(=O)N2CCOCC2)c1)Nc1ccccc1OC(F)F
  -18%, -3%
(51) O=C1c2ccccc2NC(c2cnc3ccccc3n2)N1c1ccc(F)cc1 (configuration not stated)
  3%, 13%
(52) Nc1ccc2c(c1)C(=O)OC2
  -1%, 1%
(53) COc1ccc(/C=C(\C#N)c2nc3ccccc3[nH]2)cc1I
  -3%, -16%
(54) O=C(NCc1ccccc1)C(=O)Nc1c2c(nn1-c1ccc(F)cc1)CSC2
  -2%, -16%
(55) COc1ccc(Nc2ncc3c(n2)CCN(C(=O)OC(C)(C)C)C3)cc1
  -18%, -16%
(56) C=C(C)COc1ccc2c(C)c(CC(=O)NCCc3ccc(S(N)(=O)=O)cc3)c(=O)oc2c1
  -7%, -23%
(57) Cc1cccc(C)c1NC(=O)CSc1nc2ccccc2c2nc(CCc3c(C)n[nH]c3C)nn12
  12%, 13%
(58) COc1cccc(-c2nc(N3CCCC3)c3ccccc3n2)c1O
  5%, -13%
(59) CC1=C(C(N)=O)C(c2ccc(C(C)C)cc2)n2nc(SCc3ccccc3)nc2N1 (configuration not stated)
  11%, 44%[activator]
(60) CCCCNC(=O)c1cnc2c(-c3ccc(OCC)c(OCC)c3)c(C)nn2c1-c1ccccc1
  0%, 1%

(more compounds)
Below each compound – UDG counter, AID inh
(61) C=CCc1c(C)nc(Nc2nc(C)c3ccc(C)cc3n2)[nH]c1=O
  2%, u
(62) COc1ccc(Cn2ccn(CC(=O)Nc3cc(C)ccc3C)c(=O)c2=O)cc1
  -1%[57.5 µM], -10%
(63) COc1ccc(C(=O)NCC(c2ccc(Cl)cc2)N2CCCCC2)cc1 (configuration not stated)
  -6%, -24%
(64) Cc1cc(C)cc(-n2ccn(Cc3ccccc3C)c(=O)c2=O)c1
  5%[57.5 µM], 14%
(65) COc1ccc(CNc2nc(SCc3ccc(Cl)cc3)nc3ccccc23)cc1
  -3%[57.5 µM], -5%
(66) CCOC(=O)c1cc(-c2ccccc2)n(-c2cccc(C(=O)Nc3cccc(C(C)=O)c3)c2)c1C
  40%[activator], u
(67) CCN(C(=O)C1CCCN(c2ncnc3c2nc2n3CCCCC2)C1)c1cccc(Cl)c1 (configuration not stated)
  0%[57.5 µM], -12%[57.5 µM]
(68) Cc1nc(-c2cccs2)c(CC(=O)N2CCc3ccccc3C2)s1
  -6%, 20%
(69) COc1ccc(-c2noc(COc3ccc(C)cc3C)n2)cc1OC
  -7%, -25%
(70) COc1ccc(Nc2ncnc3onc(C)c23)cc1Cl
  -1%, 6%
(71) Fc1ccc(Nc2c3c(nc4ccccc24)CCC3)cc1
  -13%, -32%
(72) Cc1nn(C)c2c1c(C(F)(F)F)cc(=O)n2CC(=O)N1CCCCC1
  0%, -21%
(73) CCOC(=O)c1c(C)oc2nc(C)nc(N(CC(C)C)CC(C)C)c12
  2%, u
(74) CC(Sc1ccc2ccccc2n1)C(=O)O (configuration not stated)
  -2%, 2%
(75) C=CCOc1ccc(NC(=O)c2ccccc2)cc1
  -3%, -12%
(76) Cc1ccc(NC(=O)Nc2cccc(C)n2)cc1
  -4%, 7%
(77) CCCCN(C)C(=O)C1CCN(C(=O)/C=C/c2c(Cl)cccc2Cl)CC1
  5%, -5%
(78) COc1cccc2sc(N3CCN(C(=O)CCS(=O)(=O)c4ccc(F)cc4)CC3)nc12
  -2%, 11%
(79) C=CCn1c(=O)c2c(nc(-n3nc(C)c(C)c3C)n2CC(=C)C)n(C)c1=O
  2%, 2%
(80) CC(=O)Nc1cccc(C(C)NC(=O)Nc2ccc(C(F)(F)F)cc2)c1 (configuration not stated)
  9%, -3%
(81) O=C(NCc1ccccn1)c1ccc2c(c1)CCC2
  3%, 5%
(82) O=C(Cn1c(SCCOc2ccccc2Cl)nc2ccccc21)N1CCCCC1
  -22%, u
(83) CCOc1cc(CNC(=O)c2ccc(NC(=O)c3nsc4ccccc34)cc2)ccc1OC
  -11%, -7%
(84) COc1ccc(CNC(=O)c2cnc3ccc(C)cn3c2=O)cc1
  -2%, 12%
(85) Cc1cc(NS(=O)(=O)c2ccc(NC(=O)COc3c(C)cc(Br)cc3C)cc2)no1
  -9%, -27%
(86) CC1CCN(S(=O)(=O)c2ccc3nc(NCc4ccccc4)ccc3c2)CC1
  -27%[57.5 µM], u
(87) Cn1cc(S(=O)(=O)c2ccccc2)c(=O)c2cc(F)c(N3CCCCCC3)cc21
  -17%, -17%
(88) O=C1CCCCCN1CCNc1nc2ccccc2o1
  -1%, 4%
(89) O=C(COC(=O)c1cc(-c2cccs2)nc2ccccc12)c1ccc(F)cc1
  4%[57.5 µM], 37%[activator][57.5 µM]
(90) CCOC(=O)CSC1=C(C#N)C(c2ccccc2C)C2=C(CCCC2=O)N1 (configuration not stated)
  4%, 5%
(91) CCc1nnc2c(NCc3cccc(OC)c3)nc3ccccc3n12
  -1%, -3%
(92) O=C(Cn1c(=O)n2nc(-c3cccc(F)c3)nc2c2ccccc21)N1CCN(c2ccccc2F)CC1
  -15%[57.5 µM], -28%
(93) O=C(NCC1CCN(CC(F)(F)F)C1)c1cc2ccccc2[nH]1 (configuration not stated)
  -4%, -2%
(94) Cc1ccc(NC(=O)Cn2c(=O)c3ccccc3n3nncc23)cc1
  2%, 18%
(95) O=C(OCc1coc(-c2ccc(F)cc2)n1)c1ccc2nccnc2c1
  -12%, -2%
(96) CCOC(=O)c1ccccc1NC(=O)Cn1c(=O)n(CCCC(=O)NCc2ccc3c(c2)OCO3)c(=O)c2ccccc21
  -1%, 23%
(97) Cc1ccc(CCCCCCCCCCCC(=O)O)cc1
  0%, u
(98) CCn1c(CN2CCCCC2)nc2cc(NC(=O)c3ccc([N+](=O)[O-])cc3)ccc21
  4%, 3%
(99) CCCc1nn2c(=O)cc(COC(=O)c3ccco3)nc2s1
  u, -2%
(100) C=CCN1CCCN(Cc2ccc(C#N)cc2)CC1
  8%, -2%
(101) CCOc1ccc(CNC(=O)CCn2cccn2)cc1OC
  7%, 15%
(102) CCOc1ccc(C2C(=O)N(C3CCCCCC3)CC(=O)N2CCc2ccccc2)cc1OC (configuration not stated)
  0%[57.5 µM], -15%
(103) O=C(CCC(=O)c1ccc(F)cc1)Nc1ccccc1-c1ccccc1
  -4%, -4%
